High-throughput results deposited in PubChem BioAssay by The Scripps Research Institute Molecular Screening Center.
SRC1 TRFRET art = TR-FRET detection interference compounds, primary screen, artefact control for PPARgamma SRC-1 recruitment agonists, biochemical, TR-FRET emission ratio. TR-FRET detection artefact counter-screen; hits give high values. TR-FRET ratio at 8 µM. 99,000 tested, 0.34% active; in the data active = TR-FRET ratio above about 2300; note: inactives centre near 1800
SRC3 TRFRET art = TR-FRET detection interference compounds, artefact control for PPARgamma SRC-3 recruitment agonists, biochemical, TR-FRET ratio; TR-FRET artefact counter-screen, PPARgamma/SRC-3 format; hits give high values; TR-FRET ratio at 8 µM; 99,000 tested, 0.39% active; AID 1048, 2008; in the data active = TR-FRET ratio above about 2000; note: inactives centre near 1600
An asterisk follows results filed as active. This is a subset; the hit share may differ from the screen's.

SMILES	SRC1 TRFRET art	SRC3 TRFRET art
CCCC(c1nnnn1C(C)(C)C)N1CCN(Cc2ccccc2OC)CC1 (centres undefined)	1938	1563
CCOc1ccc(NC(=O)c2csc3c2CCCC3)cc1	1859	1596
COC(=O)CSC1=C(C#N)C(=O)NC2(CCCCC2)S1	1588	1485
COc1ccc(C(=O)NCC(=O)OCn2nnc3ccccc3c2=O)cc1OC	1679	1547
CN(N)c1nc2ccccc2nc1C(F)(F)F	2043	1509
C#CCNC(=O)C1=C[C@H](c2ccc(C(F)(F)F)cc2)[C@@H](CCCO)[C@H](OCC)O1	1871	1589
O=C(CSc1nc2ccccc2c(=O)[nH]1)c1ccc(O)c(O)c1	1415	1543
CN(c1c(C#N)c(C(F)(F)F)nn1C)N(S(C)(=O)=O)S(C)(=O)=O	1800	1556
CNC(=O)COC(=O)c1ccc([N+](=O)[O-])cc1Cl	1794	1652
Cc1ccc2nc(-c3cccnc3)cc(C(=O)N3CCN(c4ccc([N+](=O)[O-])cc4)CC3)c2c1	1665	1569
CC(=O)N[C@@H](CS)C(=O)O	1602	1756
CCc1ccccc1NC(=O)CN(C)C(=O)COc1ccc(C)nc1[N+](=O)[O-]	1943	1405
COc1ccccc1-c1nnc(SCC(=O)Nc2ccc(Cl)cc2Cl)o1	1895	1876
C=C(C)CNC(=S)N/N=C(\C)c1ccc(Cl)s1	1782	1446
CCOc1ccccc1NC(=O)C(NC(=O)C1CCC(C)CC1)C(C)C (centres undefined)	1697	1439
COc1ccc(OC)c(NS(=O)(=O)c2cccs2)c1	2032	1561
CC(=O)Nc1ccc(NC(=O)COc2ccc(S(=O)(=O)NC(C)c3ccccc3)cc2)cc1 (centres undefined)	1834	1338
CCN1C(=O)c2cccc3c(S(=O)(=O)N(C(=O)c4cccnc4)c4ccc(OC)cc4)ccc1c23	1734	1439
Cc1cc([N+](=O)[O-])ccc1N(C)C	1767	1451
O=C(NC1=NCCS1)c1cc(-c2cccc(Br)c2)nc2ccccc12	1758	1790
O=C(CSc1n[nH]c(-c2cccnc2)n1)Nc1ccnc2ccccc12	1725	1474
CN(C)c1ccc(NC(=O)CN2CCN(CC(=O)Nc3ccc(F)cc3)CC2)cc1	1842	1621
Cc1csc(SC(C)C(=O)NCC2CCCCC2)n1 (centres undefined)	1832	1790
CCOC(=O)C1(Cc2ccc(Cl)cc2)CCN(CCCn2cccn2)CC1	1881	1481
CC(=O)N1CC=C2C(C#N)=C(N)C(C#N)(C#N)C(C)C2C1 (centres undefined)	1788	1418

Compound profiles, from the list above. Order of screens: SRC1 TRFRET art, SRC3 TRFRET art
Results for Cc1ccc2nc(-c3cccnc3)cc(C(=O)N3CCN(c4ccc([N+](=O)[O-])cc4)CC3)c2c1 = 1665, 1569
Results for CC(=O)N1CC=C2C(C#N)=C(N)C(C#N)(C#N)C(C)C2C1 (centres undefined) = 1788, 1418
Results for CNC(=O)COC(=O)c1ccc([N+](=O)[O-])cc1Cl = 1794, 1652
Results for CCOc1ccc(NC(=O)c2csc3c2CCCC3)cc1 = 1859, 1596

Next structures:
SMILES	SRC1 TRFRET art	SRC3 TRFRET art
CCOC(=O)c1c(NC(=O)C[n+]2ccc(Cc3ccccc3)cc2)sc(C)c1C	1638	1463
CC(C)(C)C1CCc2onc(C(=O)Nc3ccc(F)cc3F)c2C1 (centres undefined)	1512	1634
O=C(NCCN1CCN(c2cccc(Cl)c2)CC1)c1ccc(CSc2nc3ccncc3[nH]2)cc1	1823	1686
O=C(O)CSc1nccc2ccccc12	1800	1700
COc1ccc(S(=O)(=O)Nc2cc3c(cc2C(C)=O)OCO3)cc1	1829	1517
O=C(COc1ccccc1)Nc1cccc2nsnc12	1927	1518
CN(C)c1cccc(C(=O)OCC(=O)N2CCc3ccccc3C2)c1	1552	1522
O=C(/C=C/c1ccc(Br)cc1)NC(=O)c1ccccc1O	1807	1503
O=C(O)c1ccc2c(c1)C(=O)/C(=C\c1ccco1)C2=O	1711	1550
CCCn1c(C)cc(C(=O)CSc2nc3nc(C)cc(C)n3n2)c1C	1696	1580
O=C1N/C(=C/c2ccc(N3CCOCC3)o2)C(=O)N1c1ccccc1	1839	1634
O=C(NNc1cc(Br)c(O)c(Br)c1)c1ccccc1	1767	1459
Fc1ccc(/C=N/Nc2nc3ccccc3[nH]2)cc1F	1802	1572
CCc1nnc(NC(=O)c2cc(-c3ccco3)nc3ccccc23)s1	1826	1615
Cc1cc(C(=O)OCC(=O)Nc2cc(S(=O)(=O)N(C)C)ccc2C)c(C)o1	1970	1629
CCOC(=O)N1CCN(C(=O)C(CC(C)C)NC(=O)C2CCCCC2)CC1 (centres undefined)	1607	1371
COc1ccc(C(=O)OCc2csc(C)n2)c(O)c1	2030	1623
O=C(C[n+]1cc(-c2ccc(F)cc2)n2c1CCC2)OCc1ccccc1	1821	1511
CCOC(=O)c1c(C)oc2ccc(OC(=O)COc3c(F)c(F)c(F)c(F)c3F)cc12	1880	1508
Oc1ccc2ccccc2c1C=Nc1ccc(Cl)cn1	2069	1533
Cc1cc(C(C)(C)C)c(O)c(C(C)(C)C)c1	1685	1381
C/C(=N\NC(=O)c1ccc(Cn2cc([N+](=O)[O-])cn2)o1)c1cccc(NC(=O)c2cccnc2)c1	1702	1787
O=C(CCc1nnc(CCCCc2ccccc2)o1)NCCc1cccnc1	1704	1599
CCOC(=O)c1ccc(-n2c(CN3CCN(CCO)CC3)nc3ccc([N+](=O)[O-])cc3c2=O)cc1	1801	1525
O=C(Oc1cccc(O)c1)C1CCCCC1	1687	1425

5 entries drawn at random from the list so far, as already listed:
SMILES	SRC1 TRFRET art	SRC3 TRFRET art
O=C(C[n+]1cc(-c2ccc(F)cc2)n2c1CCC2)OCc1ccccc1	1821	1511
Cc1cc(C(=O)OCC(=O)Nc2cc(S(=O)(=O)N(C)C)ccc2C)c(C)o1	1970	1629
O=C(/C=C/c1ccc(Br)cc1)NC(=O)c1ccccc1O	1807	1503
CCc1nnc(NC(=O)c2cc(-c3ccco3)nc3ccccc23)s1	1826	1615
CN(C)c1cccc(C(=O)OCC(=O)N2CCc3ccccc3C2)c1	1552	1522

Other results follow:
SMILES	SRC1 TRFRET art	SRC3 TRFRET art
Cc1cc(C=O)c(C)n1-c1cccc(C(=O)O)c1	1805	1712
Cc1ccc(Nc2ncc3c(n2)CC(C)(C)CC3=O)cc1	1649	1728
Cc1ccc(S(=O)(=O)c2cn(CC(=O)Nc3ccccc3)c3ccc(F)cc3c2=O)cc1	1661	1617
COc1ccc(C(=O)NC(=S)N2CC(C)OC(C)C2)cc1OC (centres undefined)	1626	1354
CCOC(=O)c1cc(-c2cccc([N+](=O)[O-])c2)on1	1829	1625
CC(=O)OC1COC(OC2C(O)C(C)OC(OC3C(OC4CCC5(C)C(CCC6(C)C5CC=C5C7CC(C)(C)CCC7(C(=O)O)CCC56C)C4(C)CO)OCC(O)C3O)C2O)C(O)C1OC(C)=O (centres undefined)	1775	1584
CCS(=O)(=O)Nc1ccc(C2=NN(C(=O)c3ccco3)C(c3cccc(F)c3)C2)cc1 (centres undefined)	1565	1533
CCCC(=O)Nc1ccc(C(=O)NN2C(=O)c3ccccc3C2=O)cc1	1815	1737
CCCCCOc1ccc(NC(=O)c2cc(SC)ccc2Cl)cc1	1751	1400
Cc1ccc(F)cc1NC(=O)CCOc1ccccc1	1839	1514
Cc1cnn(-c2ccc3nnc(-c4ccc(Br)cc4)n3n2)c1	1764	1555
O=C(CSc1ncn[nH]1)c1ccc(OC(F)F)cc1	1808	1582
COc1ccc(NC(=O)C(CC(=O)O)Cc2ccccc2)cc1 (centres undefined)	1791	1796
CC[C@H](C)C(C(=O)N1CCN(C(=O)OC(C)(C)C)CC1)n1cc(C(CC(C)C)NC(=O)OC(C)(C)C)nn1 (some centres undefined)	1604	1547
COc1cccc(C2C(C(N)=O)=C(C)Nc3nc(-c4ccccc4Cl)nn32)c1 (centres undefined)	1754	1563
CC(CCc1ccccc1)NC(=O)CSc1nccc(=O)[nH]1 (centres undefined)	2018	1784
CCOc1ccccc1N(C(=O)Nc1cccc(Cl)c1)C1=NC(C)CS1 (centres undefined)	1970	1877
Cc1nn(-c2ccccc2)c2c1C(c1ccc([N+](=O)[O-])cc1)N1C(=N2)C(=O)Nc2ccccc21 (centres undefined)	2005	1711
COc1ccccc1N(CC(=O)N/N=C(\C)c1cccc(Br)c1)S(C)(=O)=O	1659	1600
Cc1c(C(=O)N2CCOCC2)oc2ccc(S(=O)(=O)N3CCCCCC3)cc12	1751	1742
COc1ccc(CCNC(=O)CSc2nc3[nH]ncc3c(=O)n2-c2cccc(C(F)(F)F)c2)cc1OC	1889	1794
C=CCc1cc(Cl)ccc1OCCOCCNC(C)CC (centres undefined)	2007	1739
CCOc1cc(NC(=S)NCC2CCCO2)c(OCC)cc1NC(=O)c1ccc(F)cc1 (centres undefined)	2262	1529
O=C(Cc1c(F)cccc1Cl)NCCN1CCOCC1	1533	1483
Cc1cc(C)c(OCC(=O)Nc2cccc(NC(=O)c3ccco3)c2)c(Br)c1	1881	1686

Next part.
SMILES	SRC1 TRFRET art	SRC3 TRFRET art
CCN(CC)C(=O)Cn1cc(S(=O)(=O)CC(=O)NC2CCCCC2)c2ccccc21	2050	1512
C#CC[N+](C)(C)CC#Cc1ccc(C)cc1	1770	1557
O=C(O)c1cccn2c(=O)c3ccccc3nc12	1618	1603
Cc1ccc(S(=O)(=O)NCCCC(=O)O)cc1	1754	1532
O=C(C1=NN(c2ccccc2)C2C(=O)N(c3cccc(Cl)c3)C(=O)C12)c1ccccc1 (centres undefined)	1899	1827
S=c1[nH]nc(COc2cccc(Cl)c2)n1Cc1ccccc1	1821	1649
COc1cc(SC)ccc1C(=O)N1CCN(Cc2ccccc2)CC1	1717	1648
Cc1cc(C)c(S(=O)(=O)c2ccc(Cl)cc2C)c(Cl)n1	1953	1555
COc1ccc(-c2noc(CCC(=O)NCc3cccnc3)n2)cc1	1820	1629
Cc1ccccc1C(=O)/C(C#N)=N/Nc1c(C)n(C)n(-c2ccccc2)c1=O	1902	1690
CC1(C)CC(=O)C(C(c2ccc(F)cc2)C2C(=O)CC(C)(C)CC2=O)C(=O)C1	2080	1448
S=C(NCc1ccco1)Nc1ccc(N2CCOCC2)cc1	1791	1493
Cc1ccc(/C=C/C(=O)OCC(=O)Nc2cccc(S(=O)(=O)N(C)C)c2)o1	1715	1787
CCC(=O)Nc1ccc(Cl)c(NC(=S)NC(=O)COc2ccccc2)c1	1890	1607
Cc1ccc(S(=O)(=O)N2CCOCC2)cc1C(=O)NCCN1C(=O)S/C(=C\c2ccccc2Cl)C1=O	1714	1610
CC(C)(C)NC(=O)NC(=O)COC(=O)c1ccc(OC(F)(F)F)cc1	1591	1603
CC(C)N(C(=O)COC(=O)c1cccc(C(=O)OCC(=O)N(C(C)C)C(C)C)n1)C(C)C	1749	1607
Cc1ccc(NC(=O)COC(=O)C(NS(=O)(=O)c2ccc(Cl)cc2)C(C)O)cc1C (centres undefined)	1796	1564
CCCNC(=O)c1nnsc1S(=O)(=O)c1ccc(Cl)cc1	1437	1460
COc1ccc(CCNC(=O)c2cc(S(=O)(=O)N3CCC4(CC3)OCCO4)ccc2F)cc1OC	1936	1421
C[C@@H]1CN(c2c(F)c(N)c3c(=O)c(C(=O)O)cn(C4CC4)c3c2F)C[C@H](C)N1	1730	1381
Cc1c(NC(=O)C2CCCO2)cccc1[N+](=O)[O-] (centres undefined)	1465	1352
COc1cc(CNC2CCCCC2OC)cc(OC)c1OC (centres undefined)	1711	1634
OCCC1CN(Cc2cccc(OC3CCCC3)c2)CCN1Cc1ccsc1 (centres undefined)	1527	1505
CCCN1CCC(NC(=O)Nc2ccc(Br)cc2)CC1	1824	1741

Some of the entries above in a different format:
SMILES | SRC1 TRFRET art | SRC3 TRFRET art
O=C(Cc1c(F)cccc1Cl)NCCN1CCOCC1 | 1533 | 1483
Cc1nn(-c2ccccc2)c2c1C(c1ccc([N+](=O)[O-])cc1)N1C(=N2)C(=O)Nc2ccccc21 (centres undefined) | 2005 | 1711
S=c1[nH]nc(COc2cccc(Cl)c2)n1Cc1ccccc1 | 1821 | 1649
CCCC(=O)Nc1ccc(C(=O)NN2C(=O)c3ccccc3C2=O)cc1 | 1815 | 1737

(list continues)
SMILES	SRC1 TRFRET art	SRC3 TRFRET art
COc1ccc(CNC(=O)CCCN2C(=O)c3ccccc3C2=O)cc1	1745	1795
N/C(=N\OC(=O)CCCOc1ccccc1)c1ccccc1	1716	1571
COc1ccc(CCNC(=O)C2CCN(C(=O)c3cccs3)CC2)cc1	1901	1651
COc1ccc(-c2csc(/C=C/c3ccc4c(c3)OCO4)n2)cc1OC	1941	1456
Cc1c(Cl)cccc1NC(=S)N(Cc1ccco1)C(C)c1ccccn1 (centres undefined)	1895	1609
Cn1c(/C(C#N)=C/c2cccc(O)c2)nc2ccccc21	1740	1377
Cc1ccc(/C=C/C(=O)Nc2nnc(C)s2)o1	1513	1557
COCC(=O)Nc1cc(C(=O)NCC(C)C)ccc1Cl	1702	1623
CCOC(=O)c1sc(NC(=O)CCN2CCN(C)CC2)c(C(=O)OCC)c1C	1768	1782
Cc1ccc(NC(=O)c2sccc2C)cc1S(=O)(=O)N(C)C	1676	1668
CCN(CC)S(=O)(=O)c1ccc(C)c(NS(=O)(=O)c2cc(/C=C/C(=O)O)cc(OC)c2OC)c1	1930	1642
Cc1[nH]c2ccccc2c1/C=C(\C#N)C(=O)NCc1ccccc1	1808	1618
COCCn1c(C)cc(C(=O)COC(=O)c2ccccc2Br)c1C	1722	1409
O=C(CNC(=O)c1ccco1)OCC(=O)c1ccccc1Cl	1627	1405
Cc1ccc(CCNC(=O)CCc2nc3ccccc3[nH]2)cc1	1927	1492
O=C(Nc1ccccc1N1CCN(C(=O)c2ccccc2)CC1)c1ccc(Cl)cc1	1758	1494
O=C(NC(Cc1c[nH]c2ccccc12)C(=O)Nc1ccc(F)cc1)c1cccs1 (centres undefined)	1702	1603
CCOc1ccc(NC(=O)CCC(=O)NNC(=O)Nc2cccc(Cl)c2)cc1	1748	1473
COc1ccc(-c2noc(C(=O)NCc3ccccc3Cl)n2)cc1OC	1961	1757
S=C(Nc1ccc2cn[nH]c2c1)Nc1ccccc1Cl	1813	1562
